Screening results as filed in PubChem.
ASAP1 GAP inh = inhibitors of human ASAP1 ArfGAP activity. ASAP1-stimulated ARF1 GTP hydrolysis, GDP FP detection. inhibition, % at 16.5 µM. Q9ULH1. 0.19% of 360,000 active. AID 624377; in the data active = inhibition above about 25%;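 note: 0% = vehicle with enzyme and substrate and 100% = no enzyme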
PLCg1 inh = PLC-gamma1 (human) inhibition, primary screen. purified PLC-gamma1, fluorogenic substrate, fluorescence. 0.84% of 370,000 active. inhibition, % at 12.2 µM. P19174; in the data active = inhibition above about 9.5%
TDP2 absorb = TDP2 (human) inhibition, absorbance primary screen; O95551; recombinant TDP2, T5PNP hydrolysis, p-nitrophenol absorbance 415 nm; inhibition, % at 12.8 µM; 0.34% of 370,000 active;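 active = inhibition above the mean of all tested compounds plus 3 SD, set per campaign, cut at about 25% in these data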;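 note: 0% = DMSO with enzyme and 100% = buffer with substrate but no TDP2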
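System – recombinant human TDP2 · Amount – 120 nM TDP2 per well · Buffer or medium – Mg2+-containing Tris-HCl buffer, pH 7.5 · Reagent – T5PNP substrate, 5 mM · Dosing – 12.8 µM single point, 1% DMSO · Incubation – 2 h at 37 °C · Measured by – epi absorbance · Read-out basis – percent inhibition · Benchmarks – high control without enzyme, low control DMSO plus TDP2 · Repeats – singlicate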
PLC-beta3 inh = inhibitors of human phospholipase C beta3 | 0.18% of 370,000 active | Q01970 | inhibition, % at 12.2 µM | Purified PLC-beta3, fluorogenic substrate, fluorescence | AID 720704; in the data active = inhibition above about 11%;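 note: 0% = median of compound wells on plate and 100% = full blocker control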
ARFGAP1 inh = inhibits rat ARF GTPase activating protein 1; Arfgap1-stimulated ARF1 GTP hydrolysis, GDP FP detection; inhibition, % at 16.5 µM; Q62848; 0.26% of 360,000 active;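 active = inhibition above a per-plate limit, mean inhibition of low control wells plus 3 SD, cut at about 25% in these data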;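 note: 0% = DMSO wells with enzyme and 100% = wells lacking Arfgap1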
Target sequence (Q62848 1-136 limits assumed): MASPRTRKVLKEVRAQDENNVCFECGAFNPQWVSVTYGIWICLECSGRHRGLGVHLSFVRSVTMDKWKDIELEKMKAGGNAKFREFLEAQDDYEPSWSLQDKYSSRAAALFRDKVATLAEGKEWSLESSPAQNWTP
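Replicates: Single well per compound | Assay system: Truncated rat Arfgap1 GAP domain | Control set: No-Arfgap1 wells (100%) versus DMSO full-reaction wells (0%) | Times: Enzyme reaction 120 min at 25 °C after 20 min preincubation | Reagent: Human ARF1(Δ1-17)-GTP substrate | Measured by: Tracer-displacement fluorescence polarization with EDTA stop, 620/688 nm | Measure: Percent inhibition of Arfgap1-stimulated GTP hydrolysis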
ADAM10 inh = inhibitors of human ADAM10; O14672; recombinant ADAM10, EDANS/DABCYL FRET peptide cleavage, 3 h; inhibition, % at 7 µM; 0.62% of 370,000 active; AID 720582;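 active = inhibition above a per-campaign cutoff equal to the mean of compounds falling between control-based bounds plus 3 SD, cut at about 20% in these data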;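 note: 0% = DMSO wells while the 100% control is not disclosed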
ADAM17 inh = inhibits human ADAM17; recombinant ADAM17, EDANS/DABCYL FRET peptide cleavage; inhibition, % at 6.95 µM; 0.83% of 370,000 active; AID 720648;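 active = inhibition above the mean of compounds lying between control limits plus 3 SD, set per campaign, cut at about 8.5% in these data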;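 note: 0% = DMSO-only wells as the low control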
Target sequence (P78536 215-824 limits assumed): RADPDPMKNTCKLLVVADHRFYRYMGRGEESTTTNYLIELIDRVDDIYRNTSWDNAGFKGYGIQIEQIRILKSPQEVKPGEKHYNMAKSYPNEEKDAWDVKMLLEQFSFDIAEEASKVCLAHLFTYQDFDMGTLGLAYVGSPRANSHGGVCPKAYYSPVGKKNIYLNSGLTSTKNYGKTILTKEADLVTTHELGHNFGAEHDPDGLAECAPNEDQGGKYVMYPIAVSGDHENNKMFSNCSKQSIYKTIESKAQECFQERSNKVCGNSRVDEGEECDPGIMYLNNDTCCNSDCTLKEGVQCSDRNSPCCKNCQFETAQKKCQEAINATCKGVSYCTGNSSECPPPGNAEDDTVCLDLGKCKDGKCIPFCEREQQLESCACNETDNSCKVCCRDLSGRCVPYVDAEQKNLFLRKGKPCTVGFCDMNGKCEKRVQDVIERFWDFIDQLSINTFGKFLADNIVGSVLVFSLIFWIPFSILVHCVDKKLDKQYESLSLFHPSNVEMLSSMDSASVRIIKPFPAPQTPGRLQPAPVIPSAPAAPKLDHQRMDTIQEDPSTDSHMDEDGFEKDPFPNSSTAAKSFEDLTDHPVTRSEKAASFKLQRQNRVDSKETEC
DDE Tn7 FP inh = DD(E)-Tn7 binding inhibition, primary FP screen. 0.13% of 370,000 active. inhibition, % at 8.3 µM. FP displacement of FITC-Tn7 peptide from fibrin DD(E); 0% = median of compound wells per plate. AID 720508;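 active = inhibition above the mean of compounds falling within the control limits plus 3 SD of them, cut at about 14% in these data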;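 note: 0% = plate median of compound wells and 100% = 10 µM Aha-Tn7 peptide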
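Test system – human fibrin DD(E) · Times – 10 min preincubation, 3 h with tracer, room temperature · Detection – fluorescence polarization of the labelled Tn7 tracer · Measure – percent inhibition normalized to high-control wells · Benchmarks – high control wells with 10 µM unlabelled Aha-Tn7 peptide (full inhibition) · Repeats – singlicate testing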
Tn6 DDE FP = disrupts Tn6 cyclic peptide binding to fibrin D-Dimer-E complex; P02675; Fibrin DD(E) TRITC-Tn6 fluorescence polarization displacement; inhibition, % at 8.3 µM; 0.21% of 370,000 active;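 active = inhibition above a per-campaign cutoff: mean of compounds within control limits plus 3 SD, cut at about 15% in these data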;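 note: 0% = median of all compound wells on the plate and 100% = blocking peptide control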
SIAE primary = inhibitors of human sialic acid acetylesterase SIAE; SIAE FP-Rh probe binding, fluorescence polarization; inhibition, % at 9.66 µM; 0.69% of 370,000 active;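 active = inhibition above a cutoff: mean of compounds within the control limits plus 3 SD of those, cut at about 17% in these data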;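 note: 0% = plate median of compound wells and 100% = probe without SIAE protein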
The depositor's hits bear a star.

SMILES | ASAP1 GAP inh | PLCg1 inh | TDP2 absorb | PLC-beta3 inh | ARFGAP1 inh | ADAM10 inh | ADAM17 inh | DDE Tn7 FP inh | Tn6 DDE FP | SIAE primary
O=C(CCC(=O)c1ccc(Cl)cc1)OCC(=O)c1ccccc1 | 2 | -1 | 9 | -2 | 6 | -1 | -2 | -8 | 0 | -2
CCOC(=O)/C=C/[C@H]1CC2(CCO1)SCCCS2 | 16 | 1 | -3 | -1 | -5 | -2 | -2 | -4 | -2 | -2
Cc1nc2ccccc2n1CC(=O)NC1CCCCCC1 | -13 | 2 | -5 | -3 | -9 | 8 | -2 | -2 | -7 | 5
CCCOC1CCCN(C(=O)c2cc(COc3c(F)cccc3F)on2)C1 (stereo not given) | -8 | 0 | 5 | -5 | 2 | -2 | 1 | -4 | -9 | 5
O=C(O)CCCCCCCCCCP(=O)(c1ccccc1)c1ccccc1 | -1 | -1 | -11 | -5 | -6 | 7 | -3 | 6 | -8 | -2
COc1cccc(NC(=O)Nc2cc(C)ccc2OC)c1 | 16 | 6 | -8 | 0 | 20 | -4 | 6 | 3 | -16 | -4
CCNC(=S)Nc1ccc(OCC)cc1 | -2 | 1 | 3 | 0 | -10 | 4 | 0 | -6 | 9 | 3
O=C(c1ccccc1Cl)N1CCSCC1 | -11 | 2 | -7 | 3 | -8 | -1 | -4 | 5 | 3 | -1
Cn1cc(Br)c(C(=O)NC(=S)N2CCN(c3ccccn3)CC2)n1 | 1 | -2 | -8 | 2 | 6 | -6 | 1 | 8 | -1 | 2
CCCCN(CCCC)S(=O)(=O)c1ccc(NC(=O)Cc2cccs2)cc1 | 6 | -2 | 0 | -4 | 0 | 19 | 6 | -6 | -9 | -89
CN(C(=O)c1cccc(NC(=O)Cc2ccc(NC(=O)C3CCCN(C(=O)C4CC4)C3)cc2)c1)C1CCCCC1 (stereo not given) | 8 | 8 | -12 | 3 | 6 | -3 | 6 | 1 | -1 | -7
CN(C(=O)CN1C(=O)S/C(=C\c2ccc(Cl)cc2)C1=O)C1CCS(=O)(=O)C1 (stereo not given) | 5 | 1 | -6 | -2 | 5 | 6 | 2 | 1 | -2 | -3
O=C(NC1CCCC1)c1cccc(NC(=O)c2ccco2)c1 | -2 | 2 | 7 | 0 | -5 | 1 | -5 | 1 | 5 | -3
CC(=O)N1CC(C)Oc2ccc(S(=O)(=O)NC(CC(=O)O)c3ccccc3)cc21 (stereo not given) | 5 | 4 | 2 | -5 | -7 | 4 | 1 | -3 | 4 | 3
Cc1ccc(C(=O)COC(=O)CCN2C(=O)C3C4CCC(C4)C3C2=O)cc1[N+](=O)[O-] (stereo not given) | -1 | 2 | 6 | -7 | 2 | -4 | -2 | 5 | 9 | -7
COc1ccc(NC(=O)/C(C#N)=C\c2cc(C)n(-c3ccc4c(c3)OCO4)c2C)cc1 | 5 | -9 | -6 | -19 | 19 | 3 | 0 | -6 | -3 | -1
COc1ccc(S(=O)(=O)N(CC(=O)NCC2CCCO2)c2ccc(F)cc2)cc1OC (stereo not given) | -11 | 4 | 2 | 8 | -4 | 0 | 2 | 4 | 5 | 3
CCCCC(=O)Nc1ccc(NC(=S)NC(=O)CCCCl)cc1OC | 0 | 4 | -3 | 5 | 6 | 4 | 2 | 4 | -1 | 9
Cc1c(NC(=O)c2cc3ccccc3oc2=O)c(=O)n(-c2ccccc2)n1C | 2 | 1 | 12 | -17 | 3 | 7 | -2 | 4 | -6 | 0
CCOC(=O)c1c(NC(=O)COC(=O)CNC(=O)c2ccc(Cl)cc2Cl)sc(C(=O)N(C)C)c1C | -20 | -2 | -9 | 1 | -7 | -8 | -4 | 7 | -4 | -3
CCn1nc(C)cc1C(=O)N1CCCC(N2CCN(c3ccccc3OC)CC2)C1 (stereo not given) | -4 | 6 | 11 | 1 | 7 | 3 | 0 | 2 | -5 | 9
COc1ccc(OC)c(CCNC(=O)c2ccc(NC3=NC4CS(=O)(=O)CC4S3)cc2)c1 (stereo not given) | -3 | 0 | 5 | 1 | -3 | -9 | 3 | -3 | 1 | 6
CCn1c(=O)cc(OCC(=O)Nc2ccccc2C#N)c2ccccc21 | -4 | -3 | -2 | -3 | 6 | -7 | -1 | -4 | 2 | 0
COc1ccc(OC)c(/C=N/n2c(-c3n[nH]c4c3CCC4)n[nH]c2=S)c1 | -1 | -8 | -3 | -16 | -7 | 0 | -4 | 4 | 7 | 3
C=CCNC(=O)/C(=C\C=C\c1ccccc1)NC(=O)c1ccccc1Cl | 6 | 0 | 5 | -1 | -5 | -1 | 2 | -5 | -4 | -1
CC(C)(C)[C@H]1C=C(C(=O)NCc2nc3ccccc3[nH]2)O[C@@H](OCc2ccc(CO)cc2)C1 | 16 | 0 | 1 | 2 | 13 | 2 | 2 | -7 | -1 | -3
COc1ccc(C(=O)OCC(=O)Nc2nc3c(F)c(F)c(F)cc3s2)cc1OC | 3 | -1 | -3 | 1 | -10 | -1 | -1 | 2 | -3 | -2
O=C(NCc1ccccc1)C1=C[C@@H](C2CC2)C[C@@H](OCc2ccc(CO)cc2)O1 | -5 | 7 | -5 | 5 | -3 | 4 | 6 | -7 | 3 | 3
COc1cc(-c2c(-c3ccsc3)sc3ccccc23)cc(OC)c1OC | 13 | -1 | -5 | -4 | -1 | -4 | 3 | 5 | 3 | 6
COc1cc(OC)c(N(C)C(=O)c2cn(C)c(=O)c3cc(OC)c(OC)cc23)cc1Cl | -8 | 3 | -7 | -2 | 3 | 14 | -3 | -6 | -5 | 0
COc1cc(OC)c2cc(C(=O)N/N=C/c3ccccc3O)[nH]c2c1 | -4 | -81 | -22 | -120 | -3 | -39 | -23 | 4 | -5 | 25*
CC(=O)N1c2ccc(S(=O)(=O)N3CCC(C(=O)N4CCC(C)CC4)CC3)cc2CC1C (stereo not given) | 5 | 1 | -4 | -3 | 11 | -11 | 6 | 9 | -4 | 1
CN(C)c1ccc(/C=C2/NC(=O)NC2=O)cc1 | 9 | -69 | -19 | -96 | 17 | 4 | -3 | -11 | -2 | -1
COc1ccc(CN2C(=O)CCC2(C)C(=O)NC2CCCCCC2)cc1 (stereo not given) | 3 | -1 | 0 | -3 | 3 | 1 | 0 | 5 | -5 | 6
COc1ccc(CN2CCCCC2C(=O)Nc2ccc(OC)c(OC)c2)cc1OC (stereo not given) | 7 | 2 | 7 | 2 | -2 | -10 | -1 | -4 | 1 | -4
CCOC(=O)C(=N/O)/C(C)=N/NC(C)=O | 0 | -2 | -14 | 1 | -1 | -6 | -5 | -3 | 0 | 0
Cc1noc(C)c1COc1cccc(C(=O)Nc2ccc(Br)cc2F)c1 | -9 | 1 | -1 | -7 | 4 | -3 | -5 | 2 | 9 | 4
NS(=O)(=O)c1ccc(CCNC(=O)c2cc3ccccc3s2)cc1 | -4 | -3 | -5 | -7 | -15 | 0 | -1 | 2 | 8 | -21
O=C(C1CCC(Cn2c(=S)[nH]c3ccccc3c2=O)CC1)N1CCN(c2ccccn2)CC1 (stereo not given) | 11 | -1 | 8 | -5 | 6 | 3 | -6 | 4 | 7 | -4
COc1ccc(-c2noc(CCCC(=O)NC3CCCC3)n2)cc1OC | -5 | -1 | 7 | -8 | -10 | -3 | -3 | 5 | -6 | 1
CCOC(=O)N1CCC(NS(=O)(=O)c2ccccc2)CC1 | -9 | 4 | -15 | -5 | 9 | 10 | 3 | -4 | 7 | 1
O=C(O)c1sccc1S(=O)(=O)c1ccccc1 | 3 | 1 | 2 | 2 | 8 | -4 | -5 | 3 | -6 | -2
N#CC1(NC(=O)COC(=O)CNC(=O)c2sc3ccccc3c2Cl)CCCCC1 | 13 | 2 | 0 | -4 | 1 | -6 | -5 | 4 | -2 | -2
CC1CCCN(S(=O)(=O)c2ccc(C(=O)Nc3nnc(C4CC4)o3)cc2)C1 (stereo not given) | 11 | -2 | 12 | -7 | -2 | 0 | 3 | 6 | 0 | 0
COCC(=O)N(Cc1cc2ccc(C)cc2[nH]c1=O)c1cccc(C)c1 | -3 | -1 | 2 | -3 | -5 | -12 | -5 | -2 | -5 | -6
COc1ccc([C@H]2CC(=O)C=C(c3ccc4c(c3)OCCO4)C2)cc1 | 6 | -123 | 8 | -133 | 0 | -24 | -6 | 5 | -3 | -2
Cc1nc2c(-c3ccc(F)cc3)c(C)nn2c(C)c1CCC(=O)NC(C)CCc1ccco1 (stereo not given) | -12 | -75 | -3 | -92 | 3 | -3 | 1 | -4 | 0 | -1
Cc1ccc(S(=O)(=O)NCc2ccncc2)cc1C | 1 | 4 | -2 | 1 | 10 | -1 | 2 | -3 | 4 | -1
COc1ccc(CNC(=O)CN(C(=O)c2csnn2)c2ccc(F)cc2)cc1 | 1 | 1 | -13 | 1 | 3 | 6 | -1 | -3 | 3 | 2
O=C(NCCN1C(=O)S/C(=C\c2ccc(OC(F)F)cc2)C1=O)[C@@H]1CCCN1C(=O)c1cccs1 | 2 | 1 | -2 | 0 | 9 | -7 | 0 | 8 | 2 | -10
O=S(=O)(Nc1ccc(-c2ccc3nncn3n2)cc1)c1cccs1 | -5 | -43 | 8 | -39 | -4 | -9 | 3 | 3 | -2 | -4
CCO[C@H]1OC(C(=O)NCc2ccccc2)=C[C@@H](c2ccc(Br)cc2)[C@@H]1CCCO | 19 | 8 | -2 | 2 | 5 | 1 | -1 | -6 | 0 | -1
CC1CCCC(NC(=O)COC(=O)c2c[nH]c(=O)[nH]c2=O)C1C (stereo not given) | 7 | 0 | -2 | 2 | -5 | -3 | -4 | -3 | -2 | -12
C=CCNC(=S)N/N=C/c1ccc(C)c([N+](=O)[O-])c1 | -5 | 0 | 4 | -2 | -1 | 4 | 2 | 2 | 1 | 11

Full records from above.
Profile of O=C(CCC(=O)c1ccc(Cl)cc1)OCC(=O)c1ccccc1 → ASAP1 GAP inh = 2; PLCg1 inh = -1; TDP2 absorb = 9; PLC-beta3 inh = -2; ARFGAP1 inh = 6; ADAM10 inh = -1; ADAM17 inh = -2; DDE Tn7 FP inh = -8; Tn6 DDE FP = 0; SIAE primary = -2
Profile of CCCCN(CCCC)S(=O)(=O)c1ccc(NC(=O)Cc2cccs2)cc1 → ASAP1 GAP inh = 6; PLCg1 inh = -2; TDP2 absorb = 0; PLC-beta3 inh = -4; ARFGAP1 inh = 0; ADAM10 inh = 19; ADAM17 inh = 6; DDE Tn7 FP inh = -6; Tn6 DDE FP = -9; SIAE primary = -89
